Screens (PubChem BioAssay)
p53 reactivator: re-activators of mutant p53. H1299 p53-A138V BP100-luciferase reporter, luminescence, 24 h. Potency, µM (highest dose often 92.2 µM), without a hit: top-dose activity change, positive = activation, actives largely listed as activators. 320,000 compounds, 0.063% hits; also: % of control where 0% means no effect; nearly all actives have a fitted effect of over 45% in size
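p53-null H1299 cells stably carrying temperature-sensitive p53-A138V and a BP100-luciferase reporter were pinned with compounds (4-point, 1:5 series) and held 24 hrs at 37 deg C. Luminescence was read 10 min after detection reagent.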
NPC1 prom act: activators of NPC1 promoter | Huh7 NPC1 promoter luciferase reporter, 24 h | Potency, µM (series often up to 9.22 µM), inactives show at the highest dose activation, actives largely listed as activators | 320,000 compounds, 2.4% hits | AID 485313;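 also: % of control where 0% means no effect; nearly all actives have a fitted effect of over 60% in size; reporter is driven by a mutant NPC1 promoter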
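Luminescence from an NPC1 promoter-driven luciferase reporter in stably transfected Huh7 cells was measured after 24 h compound treatment at 37 °C, followed by 10 min ambient incubation with luciferase detection reagent.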
RORg inh: blocks mouse ROR gamma transcriptional activity; 310,000 compounds, 5.4% hits; AID 2551; Potency, µM (series often up to 53.6 µM), for the others: at the top dose activity change, negative = inhibition, most hits filed as inhibitors; Drosophila S2 Gal4-RORgamma UAS-luciferase reporter, 20 h; P51450; also: % is scaled to controls: 0 for no effect and ±100 for the full control effect; nearly all actives have a fitted effect of over 60% in size
Target sequence (P51450 whole entry, looked up, the tested form may be a part): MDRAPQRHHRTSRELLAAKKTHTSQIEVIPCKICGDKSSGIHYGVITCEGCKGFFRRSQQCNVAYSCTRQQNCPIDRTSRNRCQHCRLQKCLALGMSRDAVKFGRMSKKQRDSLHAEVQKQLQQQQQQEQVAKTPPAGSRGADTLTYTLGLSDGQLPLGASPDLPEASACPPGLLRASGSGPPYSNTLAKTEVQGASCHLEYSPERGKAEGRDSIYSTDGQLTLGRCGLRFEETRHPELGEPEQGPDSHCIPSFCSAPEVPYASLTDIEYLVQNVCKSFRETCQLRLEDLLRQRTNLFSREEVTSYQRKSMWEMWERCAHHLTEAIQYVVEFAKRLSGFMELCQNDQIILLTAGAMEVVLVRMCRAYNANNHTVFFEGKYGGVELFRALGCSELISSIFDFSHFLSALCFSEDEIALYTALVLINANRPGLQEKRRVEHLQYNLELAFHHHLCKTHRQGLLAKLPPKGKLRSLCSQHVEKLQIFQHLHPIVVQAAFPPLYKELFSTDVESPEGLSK
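Drosophila S2 cells stably expressing Gal4-DBD/mouse RORγ fusion under metallothionein promoter plus UAS-luciferase; compound 1 h, then 700 uM CuSO4 induction for 20 h at ambient temperature; inhibition read as reduced luminescence.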
ELG1 genotox: induces genotoxicity in HEK293T cells with luciferase-tagged ELG1 | HEK293T ELG1-luciferase reporter, luminescence, 16 h | Potency, µM (series often up to 46 µM), for inactives: at the highest dose activity change, positive = activation, most hits filed as activators | 330,000 compounds, 1.3% hits | AID 504466; also: % of control where 0% means no effect; nearly all actives have a fitted effect of over 60% in size
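After overnight (16 hr) compound treatment at 37 °C, ELG1-luciferase HEK293T cells were lysed with ONE-Glo; luminescence quantified 30 min later at room temperature.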
Rab9 prom act: activates the Rab9 promoter; Huh7 Rab9 promoter-luciferase reporter, luminescence, 24 h; Potency, µM (highest dose often 9.22 µM), without a hit: top-dose activation, negative = inhibition, actives largely listed as activators; 320,000 compounds, 2.8% hits; AID 485297; also: % of control where 0% means no effect; nearly all actives have a fitted effect of over 60% in size
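Luminescence from Amplite-detected luciferase (10 minutes, ambient) reports Rab9 promoter activation. Before that, stable Rab9-luciferase Huh7 cells (1500/well, reduced-serum OP-MEM I plus 10% FBS) were exposed to compound for 24 hours at 37C.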
BRCA1 expr act: activators of BRCA1 expression; Potency, µM (titrated, usually from 46.1 µM), for inactives: top-dose activation, most hits filed as activators; 380,000 compounds, 1.1% hits; MCF7-BRCA1-FFLuc reporter, luminescence, 48 h; response scale: scaled: vehicle 0%, 10 µM genistein 100%; also: nearly all actives have a fitted effect of over 80% in size; some results filed as inactive show a strong effect at the top dose
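Luminescence from a BRCA1-driven firefly luciferase in MCF7 cells was read after 48 h compound exposure at 37 C. Data normalized against DMSO and a 10microM genistein activation control, then curve-fitted across the titration.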
Gal4-VP16 FLuc: inhibits Gal4-VP16 luciferase reporter, ROR gamma counter-screen; Drosophila S2 Gal4-VP16 UAS-luciferase, luminescence, 20 h; Potency, µM (doses to about 53.6 µM), inactives show top-dose activity, negative = inhibition, actives largely listed as inhibitors; 310,000 compounds, 3.5% hits;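 also: Gal4-VP16 expression switched on by copper sulfate through the metallothionein promoter; % is scaled to controls: 0 for no effect and ±100 for the full control effect; nearly all actives have a fitted effect of over 50% in size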
MBNL1 CUG block: MBNL1-poly(CUG) RNA binding inhibition; Q9NR56; TR-FRET MBNL1-His/biotin-(CUG)12 binding, 665/545 ratio; Potency, µM (highest dose often 57.5 µM), without a hit: top-dose activity change, negative = inhibition, usual class: inhibitors; 280,000 compounds, 0.036% hits; active = well fitted inhibition curve with a large enough effect in the signal ratio, with a control signal flat, not every such curve was filed as active; inconclusive = small, poorly fitted or top-dose-only effect, or effect the other way, or a change in a side signal; inactive = no such curve, though single readings can be large or run the other way; the % refers to the signal ratio; also: % is scaled to controls: 0 for no effect and ±100 for the full control effect
Target sequence (Q9NR56 whole entry, looked up): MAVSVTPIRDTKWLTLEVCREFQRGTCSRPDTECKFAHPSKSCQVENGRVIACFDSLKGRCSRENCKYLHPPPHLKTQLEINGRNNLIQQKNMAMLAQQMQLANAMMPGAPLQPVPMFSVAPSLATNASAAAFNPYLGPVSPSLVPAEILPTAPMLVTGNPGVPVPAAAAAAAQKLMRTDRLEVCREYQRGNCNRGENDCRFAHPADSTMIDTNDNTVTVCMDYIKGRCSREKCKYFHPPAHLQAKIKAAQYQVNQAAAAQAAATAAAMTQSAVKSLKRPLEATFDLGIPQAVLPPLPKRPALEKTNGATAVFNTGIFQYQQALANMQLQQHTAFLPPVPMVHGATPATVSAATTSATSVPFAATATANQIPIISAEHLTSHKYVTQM
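TR-FRET readout: Ex 340 nm, 665/545 nm emission ratio, normalized to buffer-only (basal) and MBNL1-(CUG)12 controls. Complex of MBNL1-His with Biotin-(CUG)12, compounds 92 nM–58 uM, incubated 60 min at room temperature.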
FLuc modulator: counter-screen for miR-21 project: firefly luciferase inhibitors or activators; Potency, µM (titrated, usually from 57.5 µM), inactives show top-dose activity change, negative = inhibition, most hits filed as inhibitors; purified FLuc, Km substrates, luminescence inhibition; 360,000 compounds, 6.9% hits; AID 588342; P08659;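 also: plate controls were vehicle for no effect and reference inhibitor for full effect; nearly all actives have a fitted effect of over 55% in size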
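Purified P. pyralis luciferase (10nM final) with 10uM D-luciferin and 10uM ATP (Km levels) in 50mM Tris acetate pH 7.5, 10mM Mg acetate, 0.01% Tween-20, 0.05% BSA; qHTS 6-point titration, ~60 µM downward; luminescence read.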
uPA surface inh: cell surface uPA generation inhibition | cell surface uPA generation assay, qHTS | Potency, µM (doses to about 38.3 µM), for inactives: top-dose activity change, negative = inhibition, usual class: inhibitors | 330,000 compounds, 0.31% hits | AID 540303; active = well fitted inhibition curve with a large enough effect; inconclusive = small, poorly fitted or top-dose-only effect; inactive = no such curve, though single readings can be large or run the other way; tested in mouse RAW 264.7 cells; also: % is scaled to controls: 0 for no effect and ±100 for the full control effect; nearly all actives have a fitted effect of over 55% in size
The depositor's hits bear a star; ? = inconclusive; · = not tested or not shown; & = joins results of further samples; [ ] = another dose, or the depositor's remark. Unless noted, calls follow the shape of the dose curve; as a rule, active = well fitted curve in the direction sought with a large enough effect; inconclusive = small, poorly fitted or top-dose-only effect, or another doubt; inactive = no such curve, though single readings can be large; an effect the other way counts as inactive or inconclusive. Potency is read from the fitted curve at half-maximal effect.

cpd	SMILES	p53 reactivator	NPC1 prom act	RORg inh	ELG1 genotox	Rab9 prom act	BRCA1 expr act	Gal4-VP16 FLuc	MBNL1 CUG block	FLuc modulator	uPA surface inh
1	COc1cc2c(cc1OC)C(COc1ccccc1OC)N(C(=O)C(C)(C)C)CC2 (stereo not drawn)	12%	-4%	-3%	-8%	-4%	-43%	1%	3%	-1%	0%
2	COc1ccc(N(CC(=O)Nc2ccc(C)cc2C)S(=O)(=O)c2ccccc2[N+](=O)[O-])c(OC)c1	-2%	-7%	0%	-8%	-1%	-58%	1%	5%	0%	-5%
3	CCOc1ccc(Nc2nc(N3CCCC3)nc(N3CCN(c4ccc(OC)cc4)CC3)n2)cc1	-4%	-3%	-15%	-5%	-3%	-19%	5%	1%	0%	-4%
4	O=C(CCn1nc(-c2ccc(Cl)cc2)c2ccccc2c1=O)NN1CCOCC1	-6%	2%	14%	-1%	-3%	-12%	0%	·	-1%	-6%
5	CC(C)(C)c1ccc(S(=O)(=O)N2CC(C(=O)O)Oc3ccc(Cl)cc32)cc1 (stereo not drawn)	-3%	-3%	24%	0%	1%	-17%	-1%	-9%	-2%	3%
6	O=C(c1cccc(S(=O)(=O)N2CCCCC2)c1)N1CCc2ccccc21	-6%	-1%	?	-2%	3%	-13%	-5%	-13%	0%	-1%
7	COc1ccc(N2CCN(C(=O)c3ccc(N4C(=O)NC5CC4(C)Oc4ccccc45)cc3)CC2)cc1 (stereo not drawn)	11%	-3%	?	-12%	-7%	-35%	-10%	-1%	6%	-7%
8	Cc1ccc2[nH]c(=O)c(CN(Cc3cccs3)Cc3nnnn3CC3CCCO3)cc2c1 (stereo not drawn)	4%	2%	14%	-8%	2%	3%	7%	-4%	1%	-3%
9	CCOc1ccc(N(CC(=O)Nc2ccc(CC)cc2)S(=O)(=O)c2c(C)[nH]c(=O)[nH]c2=O)cc1	-4%	-1%	0%	2%	-4%	0%	-3%	-3%	-13%	12%
10	O=C(NCCC1=CCCCC1)c1ccc(=O)oc1	11%	-2%	-4%	5%	-7%	-5%	-1%	?	-1%	-4%
11	Cc1cc(C)c(CN2CCN(C(=O)Cn3ccc(NC(=O)OCc4ccccc4)nc3=O)CC2)c(C)c1	-10%	-15%	·	0%	2%	-27%	·	·	-1%	-18%
12	Cc1nc(NCCc2ccccc2)sc1C(=O)O	16%	?	?	13%	29%	?	?	11%	17µM*	-9%
13	OCCC1CN(Cc2nc(-c3ccccc3)cs2)CCN1C1CCCC1 (stereo not drawn)	-3%	1%	3%	-4%	-1%	-2%	2%	5%	-13%	3%
14	CC(=O)NCCc1cc2ccc(C)c(C)c2[nH]c1=O	4%	-2%	-29%	17%	-6%	-40%	1%	4%	3%	15%
15	NC(=O)c1ccc[n+](CC(=O)c2cccc([N+](=O)[O-])c2)c1	-2%	2%	0%	0%	-5%	1%	3%	?	-1%	-13%
16	N#Cc1ccc(-c2ccc(OCC(=O)NCCc3ccccc3)cc2)cc1	9%	-4%	19%	3%	-6%	-20%	?	-8%	-2%	-2%
17	O=C(Cc1c(F)cccc1Cl)Nc1ccc(S(=O)(=O)Nc2nccs2)cc1	-7%	1%	-2%	0%	-6%	-21%	-10%	0%	0%	0%
18	Cc1cc(NC(=O)c2ccccc2)cc(NC(=O)c2ccccc2)c1C	6%	13%	21%[1.91 µM]	4%	3%	-15%	-8%	0%	?	2%
19	CCN(CC)C(=O)CSc1nc2ccccc2n1CC(=O)N1CCN(c2ccccc2OC)CC1	-2%	5%	1%	1%	-4%	3%	2%	1%	7%	-5%
20	CC1(C)Cc2c(c(N3CCOCC3)nc3sc(C(N)=O)c(N)c23)CO1	5%	-1%	9%	1%	3%	-23%	-15%	20%	-7%	-15%
21	CSCC[C@H](NC(=O)C1CCN(C(=O)[C@H](Cc2ccccc2)NS(=O)(=O)c2ccc(C)cc2)CC1)C(=O)O	5%	-1%	-1%	0%	0%	-12%	5%	2%	0%	-2%
22	O=[N+]([O-])c1ccc(Cl)cc1CN1CCCCCC1	·	-2%	-17%	2%	1%	9%	-3%	?	0%	-1%
23	CN(C)Cc1ccccc1Sc1cccc2ccccc12	6%	1%	10µM*	-3%	10%	-21%	14µM*	?	-2%	-1%
24	COCc1cc(CNC(=O)C2CCC(=O)N(Cc3ccccc3F)C2)[nH]n1 (stereo not drawn)	-1%	-5%	-1%	-2%	-1%	-15%	7%	-7%	1%	1%
25	COc1ccc(CCC(=O)NNC(=O)Nc2cc(Cl)ccc2C)cc1	7%	0%	-19%	-1%	-3%	-5%	10%	-4%	1%	-1%
26	O=C(CN1CCCCC1)Nc1ccc(S(=O)(=O)NC2CCCCC2)cc1	4%	1%	0%	-6%	1%	-36%	3%	-4%	-2%	0%
27	Cc1nc(NS(=O)(=O)c2ccccc2)sc1NC(=O)Nc1ccc(Cl)cc1	-2%	-1%	0%	-3%	-2%	3%	-12%	-1%	-1%	-22%
28	CCCN(CC(=O)Nc1ccccc1C)C(=O)COC(=O)CSc1ccc([N+](=O)[O-])cc1	5%	-7%	·	-2%	0%	-1%	·	·	7%	10%
29	CCCCC[C@]12Cc3ccccc3C(O1)C1=C(CC(C)(C)CC1=O)O2	·	-3%[1.84 µM]	-16%[10 µM]	·	-1%[1.84 µM]	·	-4%[10 µM]	-5%[11.5 µM]	2%[11.5 µM]	·
30	N#CN=C1CCCCCN1CC(N)=O	5%	-6%	1%	9%	-6%	-9%	11%	-1%	-1%	·
31	CC(C)c1cc(NC(=O)c2ccccc2)cc(C(C)C)c1O	1%	-5%	24%	-7%	0%	-1%	0%	-13%	1%	-1%
32	COc1ccc(C(=O)NCc2nnc(SCC(=O)N3CCc4ccccc43)n2CCc2ccccc2)cc1	-4%	-1%	?	-7%	-2%	-17%	-8%	2%	-1%	-6%
33	COc1cc(/C=N/N(C)c2ccccc2)ccc1O	?	?	1%	4.6µM*	?	?	-11%	12%	2.4µM*	-5%
34	Cc1ccc(S(=O)(=O)N2CCCCC2)cc1C(=O)Nc1ccc(N2CCOCC2)cc1	5%	-1%	?	-2%	-6%	-13%	-11%	3%	-8%	-4%
35	O=C(COc1ccc(Br)cc1)NNC(=S)NCc1ccccc1	2%	1%	?	0%	1%	0%	?	5%	1%	4%
36	Nc1nc2ccccc2n1/N=C/c1ccc(-c2ccccc2)o1	?	?	7.9µM*	?	4µM*	?	?	18%	?	12%
37	CC(NC(=O)CCC(=O)NCc1ccc(F)cc1)c1ccccc1 (stereo not drawn)	2%	-3%	-23%	2%	-5%	-12%	-18%	3%	1%	14%
38	Cc1ccc(/C=N/N(Cc2ccccc2)c2ccccc2)o1	-1%	-3%	-40%	-5%	1%	-19%	-1%	7%	-9%	-3%
39	COc1ccc(OC)c(-n2c(=S)[nH]c3cc(C(=O)N(C)Cc4ccccc4)ccc3c2=O)c1	-4%	-3%	13µM*	-3%	-6%	-6%	?	0%	?	4%
40	COc1ccc(OC)c(Nc2nc(NCCCN(C)C)nc(N)c2[N+](=O)[O-])c1	2%	-7%	10µM*	0%	-24%	16%	10µM*	?	1%	2%
41	CC(=O)CCc1ccc2oc(C(=O)O)c(C)c2c1	0%	0%	7%	-1%	0%	-15%	-11%	3%	-8%	5%
42	Cc1nn(C(C)C(=O)NCc2ccccc2F)c(=O)c2nn(-c3ccccc3)c(C)c12 (stereo not drawn)	2%	0%	9%	-1%	0%	-1%	8%	-6%	0%	-4%
43	O=C(Nc1nnc(C2CCCO2)s1)c1cccs1 (stereo not drawn)	28%	29%	?	?	15%	16%	23%	4%	?	·
44	COc1ccc(C(=O)NCCNc2ncc(C(F)(F)F)cc2Cl)cc1[N+](=O)[O-]	-6%	3%	0%	11%	4%	-35%	4%	21%	3%	-2%
45	CC(C)C[C@H]1CN=C(Nc2ccccc2)N1CCCC1CCCC1	·	-4%	-38%	-13%	-7%	-45%	1%	9%	5%	?
46	Cc1c(C(=O)N2CCCC2)sc(NC(=O)c2cccc(Cl)c2)c1C#N	1%	1%	-1%	-21%	0%	-5%	?	5%	-17%	25%
47	O=C1NCCOC(=O)[C@@H](Cc2ccc(F)cc2)C/C=C\C[C@@H]1CC(=O)N(CCO)Cc1ccccc1	-4%	·	·	-3%	·	-9%	·	·	·	15%
48	C[C@]12CCC(=O)C[C@@H]1CC[C@@H]1[C@@H]2CC[C@]2(C)[C@@H](C(=O)COC(=O)CCC(=O)O)CC[C@@H]12	-5%&-3%	1%&-4%	5%&14%	-2%&-2%	-4%&-9%	-7%&-15%	0%&-8%	-7%&-4%	1%&0%	-1%&-17%
